GAA850 FXN act: frataxin GAA850 promoter activation; HEK293 lucGAA850 FXN promoter luciferase reporter, 24 h; percent of 10 µM SAHA response; activation, % at 6 µM; 360,000 tested, 0.56% active; AID 540364;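 active = activation above the average of all compounds screened plus 3 SD, cutoff fixed separately per campaign, cut at about 7.5% in these data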;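 note: 0% = DMSO wells and 100% = 10 µM SAHA wells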
ssDAF12 agonist: S. stercoralis DAF-12 activation, primary screen; activation, % at 6.8 µM; HEK293 ssDAF-12/GRIP1 lit1-tk-luc reporter, luminescence; % of 3 µM dafachronic acid response; 370,000 tested, 1% active; AID 652126;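 active = activation above the mean over all tested compounds plus 3 SD, cut at about 0.9% in these data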;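 note: 0% = DMSO-only wells and 100% = 3 µM delta7-dafachronic acid wells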
ADAM17 inh: inhibits human ADAM17 | 370,000 tested, 0.83% active | inhibition, % at 6.95 µM | recombinant ADAM17, EDANS/DABCYL FRET peptide cleavage | P78536;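 active = inhibition above the mean of compounds lying between control limits plus 3 SD, set per campaign, cut at about 8.5% in these data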;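 note: 0% = DMSO-only wells as the low control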
PG9 Ab binder: PG9 antibody binding by small molecule; TR-FRET gp120-PG9 antibody binding; 360,000 tested, 0.43% active; inhibition, % at 6.7 µM; in the data active = inhibition above about 8.5%
NPR1 activator: GC-A (human) enzyme activation | P16066 | HEK293 GC-A cells, cGMP TR-FRET, EC30 ANP; 0% at EC30 ANP, 100% saturating ANP | activation, % at 10 µM | 370,000 tested, 0.14% active | AID 1671463; in the data active = activation above about 40%
Target sequence (P16066 whole entry, looked up): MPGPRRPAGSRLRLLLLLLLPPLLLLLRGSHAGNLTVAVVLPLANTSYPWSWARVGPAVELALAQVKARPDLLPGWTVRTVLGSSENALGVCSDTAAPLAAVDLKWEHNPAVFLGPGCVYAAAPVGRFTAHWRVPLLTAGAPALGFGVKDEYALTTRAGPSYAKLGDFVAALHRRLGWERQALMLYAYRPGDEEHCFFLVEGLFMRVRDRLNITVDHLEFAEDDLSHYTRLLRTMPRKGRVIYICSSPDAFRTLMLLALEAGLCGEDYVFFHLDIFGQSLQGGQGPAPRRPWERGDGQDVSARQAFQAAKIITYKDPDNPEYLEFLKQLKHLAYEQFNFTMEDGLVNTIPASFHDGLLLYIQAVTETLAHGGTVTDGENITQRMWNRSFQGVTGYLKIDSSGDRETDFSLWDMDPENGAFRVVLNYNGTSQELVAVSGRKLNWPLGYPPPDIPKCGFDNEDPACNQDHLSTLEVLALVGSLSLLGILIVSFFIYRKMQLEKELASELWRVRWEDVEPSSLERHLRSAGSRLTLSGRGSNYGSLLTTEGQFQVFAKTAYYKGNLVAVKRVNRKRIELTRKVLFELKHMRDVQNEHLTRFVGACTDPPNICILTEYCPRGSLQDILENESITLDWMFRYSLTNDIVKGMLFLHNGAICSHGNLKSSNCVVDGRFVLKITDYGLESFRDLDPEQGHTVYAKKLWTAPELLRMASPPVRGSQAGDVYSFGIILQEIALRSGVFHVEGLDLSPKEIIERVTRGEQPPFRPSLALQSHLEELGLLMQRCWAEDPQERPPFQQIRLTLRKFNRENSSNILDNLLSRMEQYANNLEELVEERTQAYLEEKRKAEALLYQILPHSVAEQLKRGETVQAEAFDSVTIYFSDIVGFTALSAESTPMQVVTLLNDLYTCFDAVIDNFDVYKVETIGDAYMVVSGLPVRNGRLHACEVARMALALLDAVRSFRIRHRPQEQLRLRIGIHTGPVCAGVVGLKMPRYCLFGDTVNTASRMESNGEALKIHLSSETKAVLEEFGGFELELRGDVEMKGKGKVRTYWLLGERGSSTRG
DAX1 inh-1: inhibitors of DAX1 repression of SF-1 activated StAR promoter; HEK293T StAR-luciferase reporter, SF-1/DAX-1 repression relief; inhibition, % at 6.8 µM; 370,000 tested, 1.1% active; AID 652010;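 active = inhibition above the mean over all tested compounds plus 3 SD, cut at about 3.6% in these data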;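 note: 0% = DAX-1 cells with DMSO and 100% = cells lacking DAX-1 with DMSO; higher inhibition means more luminescence from relief of DAX-1 repression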
hgDAF-12 ag: activates the H. glycines DAF-12 receptor ligand-binding domain | 370,000 tested, 1.8% active | HEK293 GAL4-hgDAF12 UAS-luciferase reporter, agonist luminescence; normalized to butyrate control | activation, % at 6.8 µM;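 active = activation above a cutoff set at the mean of all screened compounds plus 3 SD, cut at about 10% in these data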;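 note: 0% = DMSO wells and 100% = sodium butyrate wells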
DAX1 inh-2: NR0B1 (DAX1) inhibition. inhibition, % at 6.75 µM. 340,000 tested, 0.99% active. AID 504766. HEK293 Gal4-DAX1 luciferase reporter, luminescence. P51843;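 active = inhibition above the mean over all tested compounds plus 3 SD, cut at about 4.2% in these data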;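 note: 0% = DAX1-transfected cells with DMSO and 100% = empty-vector control cells with DMSO; inhibition shows as a rise in luminescence from relieved DAX1 repression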
hcDAF-12 act: activators of H. contortus DAF-12 nuclear receptor. activation, % at 6.8 µM. HEK293 hcDAF-12 lit1-tk-luc reporter, luminescence; 0% DMSO, 100% Δ7-dafachronic acid. AID 652067. 370,000 tested, 1.4% active;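 active = activation above the mean of all tested compounds plus 3 SD, cut at about 5.5% in these data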;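 note: 100% = response to 3 µM Δ7-dafachronic acid high control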
SMARCA2 activ: activators of SMARCA2 function. MG213 cells, MMTV-luciferase reporter, dexamethasone, overnight. activation, % at 9.1 µM. 370,000 tested, 1% active. AID 652017; in the data active = activation above about 7.8%;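 note: 0% = vehicle wells and 100% = reference activator wells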
ADAM10 inh: inhibitors of human ADAM10 | inhibition, % at 7 µM | recombinant ADAM10, EDANS/DABCYL FRET peptide cleavage, 3 h | O14672 | 370,000 tested, 0.62% active;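 active = inhibition above a per-campaign cutoff equal to the mean of compounds falling between control-based bounds plus 3 SD, cut at about 20% in these data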;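 note: 0% = DMSO wells while the 100% control is not disclosed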
Active calls of the source: *; / = not tested or not shown; & = joins results of further samples.

Below each SMILES: GAA850 FXN act, ssDAF12 agonist, ADAM17 inh, PG9 Ab binder, NPR1 activator, DAX1 inh-1, hgDAF-12 ag, DAX1 inh-2, hcDAF-12 act, SMARCA2 activ, ADAM10 inh
> Cc1ccc(C(=O)NCCCNc2ccc(C(F)(F)F)cc2[N+](=O)[O-])cc1
    -0.7, -0.8, -2, -1.5, 2, -0.2, 1.2, 0.3, -0.2, -2, 8
> CCOC(=O)N1CCN(C(=O)CCS(=O)(=O)c2ccc(Br)s2)CC1
    3.5, -1.1, 2, -1.9, 0, -0.4, -0.2, -0.2, -1.2, -1, -4
> COc1ccc(/C=N/N=C2/NC(=O)C(CC(=O)O)S2)cc1OS(=O)(=O)c1ccccc1 (configuration not stated)
    1.8, -1.5, 2, -4.0, -3, -0.9, 1.4, 0.5, 0.1, 2, -3
> CCCc1nc(SCC(=O)O)c2sc(=S)n(-c3ccccc3)c2n1
    0.4, -0.9, -1, 1.1, -6, -0.1, -0.6, 0.8, 0.1, -1, 4
> Cc1ccc2c(=O)cc(C(=O)NCCc3ccc(S(N)(=O)=O)cc3)oc2c1C
    1.7, -1.4, -2, 1.1, -3, 0.3, -4.2, -1.3, -2.7, -1, -2
> CCN(C(=O)COC(=O)c1cccc(C)c1[N+](=O)[O-])c1c(N)n(Cc2ccccc2)c(=O)[nH]c1=O
    0.1, -1.2, 0, 0.3, -1, 0.1, -0.4, 0.9, 0.3, -2, -8
> CC1Cc2ccccc2N1S(=O)(=O)c1c(N)n(C)c(=O)n(C)c1=O (configuration not stated)
    1.8, -1.3, -1, -0.3, 5, 0.3, 3.7, -1.9, -0.1, -1, -3
> CCOC(=O)CC[C@@H]1CC[C@]2(CCCN(C(=O)c3ccc4ccccc4n3)C2)O1
    /, -0.8, -5, /, -2, 0.3, 0.3, /, 0.8, -4, -8
> COc1ccc(CNC(=O)CSc2nnc3c(n2)[nH]c2ccc(C)cc23)cc1
    2.1, -1.0, -8, -1.0, -9, 0.7, 1.3, 2.9, 0.5, -1, 4
> Cc1cc(=O)oc2cc(OCC(=O)OCC(=O)NCCc3ccccc3)ccc12
    1.8, -1.0&-0.4, -52&-71, -1.6, -2&2, 0.3&1.1, 0.8&0.8, -0.8, 0.1&-3.4, -1&7, -159
> N#Cc1ccc(-c2ccc(OCC(=O)NCC(=O)Nc3ccc(F)c(F)c3F)cc2)cc1
    -2.1, -1.7, 0, 2.4, 11, -0.5, 0.8, -0.8, -2.1, -2, -7
> Cc1ccc(C(=O)C2CCN(CC(=O)Nc3ccccc3C)CC2)cc1
    1.8, -1.3, -2, -0.8, -3, -0.3, -1.0, -0.5, -0.8, -3, 0
> O=C(Cc1cccc(NC(=O)C2CCCN(C(=O)C3CC3)C2)c1)Nc1cccc(C(=O)N2CCCC2)c1 (configuration not stated)
    1.2, -0.9, -2, 0.5, 3, 0.0, -1.5, 1.9, -0.8, 0, -2
> COc1cc(OC)c(C(=O)N2CCCC2)cc1OC
    1.1, -1.7, -8, -0.9, -1, -0.1, -2.1, -0.3, -1.0, -3, -1
> C=CCN=C(NC#N)SCc1ccccc1
    3.6, -0.8, 5, -0.1, -1, 0.3, 1.0, -0.3, -1.5, -4, 10
> COc1ccc(CNC(=O)[C@H](Cc2ccccc2)NC(=O)C2CCN(C(=O)[C@H](C)N)CC2)cc1
    -1.6, -1.0, -1, 0.3, 4, -0.3, 3.4, 5.0*, 1.6, 3, -11
> CCN1C(=O)CC(c2ccco2)Sc2ccccc21 (configuration not stated)
    1.7, -0.7, -3, -2.8, -2, -0.5, 1.5, 0.5, 1.0, -1, 2
> Cc1nc(SCC(=O)O)c(C#N)c(C)c1CC(=O)c1ccccc1
    1.3, -1.1, -1, -0.3, 0, 1.0, 3.8, /, 0.8, -1, 0
> CCn1c(SCC(=O)N2CCN(c3ccccc3)CC2)nnc1-c1c[nH]c2ccccc12
    0.2, -1.9, 0, -3.3, -3, -3.7, -3.7, -2.4, -2.7, -3, 2
> N#Cc1ccc(C23OCCN2CCn2nc4ccccc4c23)cc1 (configuration not stated)
    0.2, 0.2, -6, -1.7, -2, 0.5, -3.3, 1.6, 3.6, -1, -19
> O=C(OC1CCOC1=O)C1CCN(S(=O)(=O)c2c(Cl)cccc2Cl)CC1 (configuration not stated)
    1.4, -0.4, -4, -0.8, 21, 1.2, -0.9, 0.5, -1.5, -2, -4
> CC(=O)c1ccc(N2CCC(C)CC2)c(F)c1
    -1.1, -0.2, 5, -1.2, 10, -0.4, -1.4, 0.3, -1.7, 4, 2
> O=C(CC1NCCNC1=O)Nc1ccc2c(c1)OCCO2 (configuration not stated)
    -1.6, -0.8, 0, -0.1, 1, 0.2, -0.8, -0.8, -0.1, -3, -2
> CCOC(=O)C1CCN(C(=O)COC(=O)/C=C/c2ccc([N+](=O)[O-])cc2)CC1
    3.4, -1.1, -5, -0.5, 1, 1.4, 0.2, 1.1, 0.0, 0, -4
> Cn1[nH]c(C(F)(F)F)cc1=O
    2.4, -1.0, 3, -1.2, 1, -0.1, -1.0, 1.3, 1.0, 1, -1
> Cc1nc2ccc(C(=O)c3ccccc3)cc2[nH]1
    1.1, -1.1, -6, 0.7, 1, 0.3, 9.3, 0.9, 0.5, 6, -7
> COc1ccc(N2CCN(C3CC(=O)N(Cc4ccc(N5CCCC5=O)cc4)C3=O)CC2)cc1 (configuration not stated)
    -2.0, -1.5, -2, -2.0, 1, -0.8, -0.7, -1.4, -0.7, -4, -2
> COc1ccc(Nc2oc(-c3ccccc3F)nc2C#N)cc1
    1.1, -0.9, -230, -1.8, -2, 0.8, 4.8, 1.4, -1.4, -1, -414
> N#CCC[C@H]1CC[C@]2(CCCN(C(=O)C3CCCC3)C2)O1
    /, -1.2, 3, /, 2, 0.2, -0.6, /, -3.6, 3, 5
> CCN(CC)S(=O)(=O)c1ccc(C(=O)N2CCN(C(=O)c3ccco3)CC2)cc1
    -1.1, -1.3, -9, 2.7, 1, -1.4, 0.0, 0.1, -1.6, -1, -4
> COCc1nnc(NC(=O)CS(=O)(=O)Cc2ccccc2)s1
    0.8, -1.1, -3, -1.8, -1, 0.1, 3.4, -0.9, -0.4, 2, 0
> Cc1ccc(C(C(=O)NC2CCCC2)N(C(=O)CNC(=O)c2ccco2)c2ccccc2)o1 (configuration not stated)
    1.1, 0.2, -3, 0.7, -2, -0.1, -1.1, 1.1, 2.2, -1, 4
> CCCCN(C)C(=O)Cn1cnc2sc(C)c(S(=O)(=O)N3CCN(c4ccccc4OC)CC3)c2c1=O
    -1.8, -0.7, 1, -0.1, -1, -0.3, 3.9, -0.9, 1.1, 0, -9
> O/N=C/c1ccccc1Oc1ccccc1
    -0.8, -0.7, -4, -2.4, 12, -1.4, 2.9, -0.4, -0.8, 1, 1
> Cc1[nH]c2ccccc2c1C(=O)/C=C\c1ccccc1Cl
    3.6, -1.3, 5, -0.9, 5, 0.7, 0.4, -0.3, -0.4, 1, 19
> Cc1ccc(S(=O)(=O)N2CCN(C(=O)c3ccc(Br)o3)CC2)c(C)c1
    0.8, -1.0, -3, -0.2, -14, 0.1, 1.3, -1.1, -1.8, 0, -1
> CC(C)Oc1ccc(C2C(C(=O)c3ccco3)=C(O)C(=O)N2Cc2cccnc2)cc1 (configuration not stated)
    0.0, -1.1, 3, 9.3*, 4, -0.5, 2.2, 1.3, -0.8, 3, -8
> COc1ccc(NC(=O)Nc2ccccn2)cc1OC
    3.0, 1.5*, -8, -2.0, 5, 0.8, -0.3, 0.2, 1.0, 3, -7
> CSc1ccccc1NC(=O)c1ccccc1N(C)S(C)(=O)=O
    -0.1, -1.1, -5, 0.9, 3, 0.1, -1.7, 0.7, -1.1, -2, 0
> COc1ccc(OCC(O)CNS(=O)(=O)c2ccc(NC(C)=O)cc2)cc1 (configuration not stated)
    -0.1, -1.5, -6, -1.1, -1, -1.1, -0.3, 0.3, -0.5, -2, 7
> Cc1ccc(OCC(=O)N2CC3(C)CC2CC(C)(C)C3)cc1 (configuration not stated)
    -1.7, -0.8, -5, 1.0, 4, -0.4, -0.3, -0.2, -2.5, -3, 6
> CNC(=O)c1ccc(-c2ccccc2)s1
    2.4, -0.4, -38, -3.5, 0, 0.7, 6.9, 0.5, 1.0, 6, -119
> Cn1c(SCC(=O)N2CCc3ccccc32)nc2cccnc21
    0.8, -1.1, -5, -1.6, -1, -1.2, -1.3, -1.3, -0.8, -2, -9
> CN(Cc1ccccc1)Cc1cc(=O)oc2ccc3ccccc3c12
    /, -0.5, -12, -0.9, 5, -0.6, -1.3, /, -0.8, -5, -40
> CCCOc1cc(C)c(Cl)cc1S(=O)(=O)N(CC)CC
    1.9, -1.1, 3, -1.3, -6, -0.9, -2.3, -0.1, -1.6, -3, 3
> CC(=O)/C(=N/Nc1ccccc1)Sc1nnc(C(O)c2ccccc2)n1-c1ccccc1 (configuration not stated)
    -0.7, -1.8, 4, -1.1, -8, -1.0, 0.7, 3.9, -2.5, 0, -1
> CCc1nn2c(N3CCOCC3)cc(C)nc2c1-c1ccccc1
    1.4, -0.8, -4, 0.5, -9, -0.7, -0.1, -0.2, -0.5, 1, 4
> COc1ccc(-c2coc3c(C(=O)Nc4cccnc4)cccc23)c(C)c1
    0.1, -1.8, 1, 1.4, -1, -5.0, -6.1, /, -4.5, -8, 2
> CC1CC(C)CN(C(=O)CCc2ccccc2)C1 (configuration not stated)
    -1.7, -0.9, 0, -2.4, 2, 0.4, 0.1, -0.9, -1.8, 4, 0
> O=C(NC1CCCC1)C(c1ccsc1)N(C(=O)Cc1cccs1)c1cccc(F)c1 (configuration not stated)
    -0.8, -1.3, 4, -1.2, -16, 1.0, -2.7, 0.6, 0.7, 1, 3
> Fc1ccc(-c2csc3ncnc(Nc4ccc(N5CCOCC5)cc4)c23)cc1
    12*, -1.6, -2, -0.8, 3, -0.9, -2.1, 0.0, -3.1, -4, 0
> COc1ccc(OC)c(NC(=O)/C=C/c2ccc(S(=O)(=O)N3CCOCC3)cc2)c1
    -1.3, -0.8, 0, -1.4, -8, -2.4, 1.9, 2.3, -1.7, 0, -11
> Cc1nnsc1-c1nnc(SCC(=O)c2ccccc2)n1C1CC1
    2.8, -0.8, -2, -0.1, -2, 0.0, -1.2, 2.0, -1.2, -3, -14

ssDAF12 agonist, hit marks shown above
Molecule	ssDAF12 agonist	ADAM17 inh	PG9 Ab binder	NPR1 activator	DAX1 inh-1	DAX1 inh-2	hcDAF-12 act	SMARCA2 activ	ADAM10 inh
COc1ccc(NC(=O)Nc2ccccn2)cc1OC	1.5*	-8	-2.0	5	0.8	0.2	1.0	3	-7

No new results follow: 3 of the compounds above.
Below each SMILES: GAA850 FXN act, ssDAF12 agonist, ADAM17 inh, PG9 Ab binder, NPR1 activator, DAX1 inh-1, hgDAF-12 ag, DAX1 inh-2, hcDAF-12 act, SMARCA2 activ, ADAM10 inh
> CC(=O)/C(=N/Nc1ccccc1)Sc1nnc(C(O)c2ccccc2)n1-c1ccccc1 (configuration not stated)
    -0.7, -1.8, 4, -1.1, -8, -1.0, 0.7, 3.9, -2.5, 0, -1
> CCc1nn2c(N3CCOCC3)cc(C)nc2c1-c1ccccc1
    1.4, -0.8, -4, 0.5, -9, -0.7, -0.1, -0.2, -0.5, 1, 4
> COc1ccc(-c2coc3c(C(=O)Nc4cccnc4)cccc23)c(C)c1
    0.1, -1.8, 1, 1.4, -1, -5.0, -6.1, /, -4.5, -8, 2

Screening data (PubChem BioAssay)

No enrichment for hits. Share with any hit: about 6.8%.
